Screens: PubChem, National Center for Advancing Translational Sciences (NCATS)
TRPV1 agonist – activates the human vanilloid receptor TRPV1; Q8NER1; TRPV1-expressing cells, Fluo-8 calcium influx, agonist mode; activation, % at 8.33 µM; 0.19% of 320,000 active; in the data active means activation above about 80%; inconclusive means between about 30% and that limit; further: 0% is about no effect
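TRPV1-expressing cells were cultured overnight at 35.5C and loaded with Fluo-8 calcium dye for 40 to 90 min at room temperature. After a 10 s baseline, compound was added and calcium influx was read kinetically for 3 min (ex 480/em 520 nm).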
BRCA1 expr act – BRCA1 expression activation; Potency, µM (titrated, usually from 46.1 µM), for inactives: at the highest dose activation, actives largely listed as activators; AID 624202; 1.1% of 380,000 active; MCF7-BRCA1-FFLuc reporter, luminescence, 48 h; response scale: scaled: vehicle 0%, 10 µM genistein 100%; further: potency means the concentration at half of the fitted maximal effect; nearly all actives have a fitted effect of over 80% in size; some results filed as inactive show a strong effect at the top dose
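48 h compound treatment of MCF7-BRCA1-FFLuc cells (phenol-red free MEM, 37 °C), then 15 min with luciferase substrate and luminescence imaging.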
RORg inh – inhibitors of mouse ROR gamma transcriptional activity; 5.4% of 310,000 active; Potency, µM (doses to about 53.6 µM), without a hit: top-dose activity change, negative = inhibition, actives largely listed as inhibitors; P51450; AID 2551; Drosophila S2 Gal4-RORgamma UAS-luciferase reporter, 20 h; further: potency means the concentration at half of the fitted maximal effect; on the % scale 0 is the no-effect control and ±100 the full control effect; nearly all actives have a fitted effect of over 60% in size
Target sequence (P51450 whole entry, looked up, the tested form may be a part): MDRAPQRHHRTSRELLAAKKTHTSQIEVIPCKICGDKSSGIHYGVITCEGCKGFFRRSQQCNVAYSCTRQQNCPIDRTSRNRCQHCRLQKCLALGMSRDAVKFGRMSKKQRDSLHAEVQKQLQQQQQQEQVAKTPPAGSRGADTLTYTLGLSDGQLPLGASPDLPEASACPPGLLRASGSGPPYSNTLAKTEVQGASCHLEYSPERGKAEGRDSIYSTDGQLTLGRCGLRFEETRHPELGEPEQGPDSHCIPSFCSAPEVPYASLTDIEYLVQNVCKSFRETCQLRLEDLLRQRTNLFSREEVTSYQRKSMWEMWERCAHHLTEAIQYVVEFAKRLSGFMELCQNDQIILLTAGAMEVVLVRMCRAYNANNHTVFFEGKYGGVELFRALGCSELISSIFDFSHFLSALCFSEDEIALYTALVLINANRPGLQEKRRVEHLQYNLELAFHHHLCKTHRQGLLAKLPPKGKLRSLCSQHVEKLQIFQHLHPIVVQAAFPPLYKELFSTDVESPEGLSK
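Stable Schneider cell line, Gal4 DNA-binding domain fused to ROR gamma, UAS-luciferase. Cmpd 1 hr RT → CuSO4 700 uM final → 20 hr RT → luciferase reagent 10 min → luminescence.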
ELG1 DNA repair – blocks ELG1-dependent DNA repair in HEK293T cells; HEK293T ELG1-luciferase reporter, luminescence, 16 h; DNA damage induced by 5-fluorouridine; Potency, µM (titrated, usually from 46.1 µM), inactives show at the highest dose activity change, negative = inhibition, most hits filed as inhibitors; 2.3% of 330,000 active; AID 504467; further: potency means the concentration at half of the fitted maximal effect; on the % scale 0 is the no-effect control and ±100 the full control effect; nearly all actives have a fitted effect of over 55% in size
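Quantitative HTS, concentration-response format. 2,000 cells/well co-treated with 5-fluorouridine and compound, 16 hr in 5% CO2 at 37 °C; ONE-Glo luminescence read after 30 min.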
ELG1 genotox – induces genotoxicity in HEK293T cells with luciferase-tagged ELG1 | 1.3% of 330,000 active | Potency, µM (series often up to 46 µM), without a hit: at the highest dose activity change, positive = activation, most hits filed as activators | AID 504466 | HEK293T ELG1-luciferase reporter, luminescence, 16 h; further: potency means the concentration at half of the fitted maximal effect; % of control where 0% means no effect; nearly all actives have a fitted effect of over 60% in size
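HEK293T cells expressing luciferase-tagged ELG1 were treated with compound or DMSO for 16 hr at 37°C. Luciferase activity was then read after 30 min with ONE-Glo at room temperature; rising signal flags genetic stress.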
Rab9 promoter act – activators of Rab9 promoter. Huh7 Rab9 promoter-luciferase reporter, luminescence, 24 h. Potency, µM (series often up to 9.22 µM), inactives show top-dose activation, negative = inhibition, actives largely listed as activators. 2.8% of 320,000 active. AID 485297; further: potency means the concentration at half of the fitted maximal effect; % of control where 0% means no effect; nearly all actives have a fitted effect of over 60% in size
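Promoter activation is measured as luciferase luminescence in Huh7 cells stably transfected with a Rab9 promoter–luciferase construct, following 24 h compound exposure at 37 °C and 10 min reagent incubation at ambient temperature.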
Tb PFK inh – T. brucei PFK enzyme inhibition | O15648 | T. brucei PFK, ADP-Glo luminescence | Potency, µM (titrated, usually from 57.5 µM), without a hit: at the top dose activity, negative = inhibition, most hits filed as inhibitors | 0.17% of 330,000 active;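 further: potency means the concentration at half of the fitted maximal effect; 0% = uninhibited 1x PFK enzyme wells and -100% = no-enzyme wells; nearly all actives have a fitted effect of over 60% in size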
Target sequence (O15648 whole entry, looked up): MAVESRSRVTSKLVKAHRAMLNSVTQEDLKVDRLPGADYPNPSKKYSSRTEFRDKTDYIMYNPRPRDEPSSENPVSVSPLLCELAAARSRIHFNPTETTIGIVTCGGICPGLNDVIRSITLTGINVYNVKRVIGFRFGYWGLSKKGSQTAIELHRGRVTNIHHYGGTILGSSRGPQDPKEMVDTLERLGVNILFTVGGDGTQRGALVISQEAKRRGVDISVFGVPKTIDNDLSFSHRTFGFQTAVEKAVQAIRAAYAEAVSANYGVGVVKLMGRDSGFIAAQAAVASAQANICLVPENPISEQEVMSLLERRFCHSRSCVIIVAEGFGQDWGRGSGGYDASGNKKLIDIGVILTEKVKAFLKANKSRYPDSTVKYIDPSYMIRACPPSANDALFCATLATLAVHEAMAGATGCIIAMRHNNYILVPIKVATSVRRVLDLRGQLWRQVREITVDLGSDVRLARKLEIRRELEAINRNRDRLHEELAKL
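In TEA buffer at pH 8.0 with 5 mM MgCl2, enzyme (1.25 nM) converted F6P (0.5 mM) and ATP (0.1 mM) for 45 min at room temperature. ADP product was read by luciferase luminescence.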
NPC1 prom act – activators of NPC1 promoter. 2.4% of 320,000 active. Huh7 NPC1 promoter luciferase reporter, 24 h. Potency, µM (titrated, usually from 9.22 µM), for inactives: at the top dose activation, actives largely listed as activators;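 further: potency means the concentration at half of the fitted maximal effect; % of control where 0% means no effect; nearly all actives have a fitted effect of over 60% in size; reporter is driven by a mutant NPC1 promoter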
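NPC1 promoter–luciferase Huh7 cells; 24 h compound; luminescence.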
VP16 counter – inhibits Gal4-VP16 luciferase reporter, ROR gamma counter-screen; Drosophila S2 Gal4-VP16 UAS-luciferase, luminescence, 20 h; Potency, µM (series often up to 53.6 µM), for inactives: at the top dose activity, negative = inhibition, hits mostly inhibitors; 3.5% of 310,000 active;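 further: Gal4-VP16 expression switched on by copper sulfate through the metallothionein promoter; potency means the concentration at half of the fitted maximal effect; on the % scale 0 is the no-effect control and ±100 the full control effect; nearly all actives have a fitted effect of over 50% in size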
FLuc counter – firefly luciferase modulation, counter-screen for miR-21 project; P08659; AID 588342; 6.9% of 360,000 active; purified FLuc, Km substrates, luminescence inhibition; Potency, µM (doses to about 57.5 µM), for the others: top-dose activity change, negative = inhibition, most hits filed as inhibitors;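 further: potency means the concentration at half of the fitted maximal effect; plate controls were vehicle for no effect and reference inhibitor for full effect; nearly all actives have a fitted effect of over 55% in size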
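Purified P. pyralis luciferase (10nM final) with 10uM D-luciferin and 10uM ATP (Km levels) in 50mM Tris acetate pH 7.5, 10mM Mg acetate, 0.01% Tween-20, 0.05% BSA; qHTS 6-point titration, ~60 µM downward; luminescence read.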
p53 reactivation – re-activators of mutant p53 | H1299 p53-A138V BP100-luciferase reporter, luminescence, 24 h | Potency, µM (highest dose often 92.2 µM), inactives show at the highest dose activity change, positive = activation, most hits filed as activators | 0.063% of 320,000 active | AID 504706; further: potency means the concentration at half of the fitted maximal effect; % of control where 0% means no effect; nearly all actives have a fitted effect of over 45% in size
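p53-null H1299 cells stably carrying temperature-sensitive p53-A138V and a BP100-luciferase reporter were pinned with compounds (4-point, 1:5 series) and held 24 hrs at 37 deg C. Luminescence was read 10 min after detection reagent.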
* hit, by the source's call; ? = inconclusive; . = not tested or not shown; [ ] = remark or other dose. Unless noted, the call rests on the fitted dose curve; in most records, active means well fitted curve in the direction sought with a large enough effect; inconclusive means small, poorly fitted or top-dose-only effect, or another doubt; inactive means no such curve, though single readings can be large; an effect the other way counts as inactive or inconclusive.

SMILES | TRPV1 agonist | BRCA1 expr act | RORg inh | ELG1 DNA repair | ELG1 genotox | Rab9 promoter act | Tb PFK inh | NPC1 prom act | VP16 counter | FLuc counter | p53 reactivation
Cc1cc(C)n(C(=O)c2c([N+](=O)[O-])c(C)nn2C)n1 | 1.7 | 1.0% | 26.2% | 9.8% | 5.5% | -4.5% | 4.1% | -0.1% | -13.4% | -0.3% | 4.7%
CCOC(=O)CN1CC23C=CC(O2)C(C(=O)Nc2ccc(C(C)=O)cc2)C3C1=O (stereo not given) | -2.2 | 56.5% | -18.9% | 19.5% | 8.5% | -1.1% | -4.4% | 6.7% | -2.8% | -1.2% | 3.3%
CC1=C(C#N)C(c2ccccc2)C2=C(N1)c1ccccc1C2=O (stereo not given) | 15.5 | -67.4% | -0.3% | -23.5% | 0.9% | -24.0% | 4.1% | -21.2% | 0.2% | -17.6% | -5.0%
COC(=O)/C=C1\NCCNC1=O | . | -29.0% | -21.0% | 1.8% | 1.6% | 1.0% | -5.0% | -2.0% | 6.4% | -1.5% | 0.8%
CCC1(C)Cc2ccccc2-c2nc(NCCCO)[nH]c(=O)c21 (stereo not given) | ? | -22.7% | -3.8% | ? | 3.0% | -2.9% | -1.2% | -0.7% | -8.7% | 0.6% | 0.8%
Cc1ccc(CNC(=O)CN2C(=O)NC(C)(c3ccc(Cl)cc3)C2=O)cc1 (stereo not given) | 1.4 | -8.3% | -0.4% | 0.1% | -1.4% | -3.7% | -4.8% | 1.5% | -2.3% | -0.4% | -0.9%
C[C@H]1CN([C@@H](C)CO)C(=O)Cc2cc(NC(=O)C3CC3)ccc2O[C@H]1CN(C)Cc1ccc(C(=O)O)cc1 | . | -4.2% | . | 0.0% | 2.6% | . | 9.7% | . | . | . | 4.8%
Cc1cc(N2O[C@]34C=C[C@]25C[C@@H](O)CC[C@]5(C)C3CC[C@]2(C)[C@@H]([C@H](C)/C=C/[C@H](C)C(C)C)CC[C@H]24)no1 (stereo not given in full) | . | -0.9% | . | ? | -0.2% | . | -1.7% | . | . | . | -0.4%
Cc1ccc(C(=O)NNC(=O)C2CCN(Cc3ccc(Cl)c(Cl)c3)CC2)cc1 | 1.7 | -11.2% | -24.5% | ? | 0.4% | 4.1% | 3.6% | 2.3% | -13.3% | 0.6% | 8.4%
CC(C)OC(=O)CC12CN(C)CC(CC(=O)OC(C)C)(CN(C)C1)C2=O | -2.1 | 11.2% | 16.8% | ? | 15.8% | -6.5% | -4.6% | 0.5% | -1.9% | ? | 15.8%
COc1ccc(-n2nc3c(c2NC(=O)C2CCCC2)CS(=O)C3)cc1 (stereo not given) | . | 3.4% | 10.2% | 15.6% | 1.3% | -2.6% | 2.2% | -2.8% | 1.3% | 2.2% | 1.3%
Cc1c(NC(=O)CSc2nnc3sc4ccccc4n23)c(=O)n(-c2ccccc2)n1C | -0.9 | -0.4% | -3.4%[0.365 µM] | -1.1% | 1.7% | 0.5% | -4.6% | -0.8% | . | 5.8% | -16.4%
CCN(C(=O)CN1CCCC(C)C1)c1c(N)n(Cc2ccccc2)c(=O)[nH]c1=O (stereo not given) | . | 2.5% | . | 10.6% | 1.5% | . | -0.3% | . | . | . | -2.2%
COc1ccc(C2C(C(=O)c3ccc(C)o3)=C(O)C(=O)N2Cc2cccnc2)cc1 (stereo not given) | 3.4 | 11.7% | -18.4% | -6.8% | -3.1% | -0.8% | -0.2% | -3.2% | 6.8% | -1.1% | -0.5%
CCn1c(SCC(=O)Nc2ccc(OC)c(OC)c2)nnc1-c1c[nH]c2ccccc12 | 1.1 | -12.8% | 39.6% | ? | -12.5% | -3.4% | 0.2% | 2.1% | -13.3% | -14.5% | -3.9%
CCc1ccc(NC(=O)C[n+]2cc(-c3ccc(C)cc3)n3c2CCC3)cc1 | 0.5 | -62.0% | 19.5% | 11.6µM* | -15.6% | -1.3% | 2.1% | -6.2% | -14.7% | 0.8% | -3.7%
O=C(CNC(=O)c1ccccc1Cl)Nc1ccncc1 | 1.5 | 0.5% | . | -0.2% | 0.6% | -0.2% | 0.0% | -5.3% | . | . | 11.5%
O=C(COc1ccc(-c2ccccc2)cc1)NN=C1CCCC1 | ? | -1.3% | -25.1% | -14.5% | -0.3% | 0.2% | 0.4% | 0.1% | 0.3% | ? | 16.5%
O=C(CC(C(=O)N1CCc2ccccc21)n1ccnc1)NCC1CCCO1 (stereo not given) | -1.1 | -25.1% | 28.9% | 8.8% | -0.2% | -0.7% | 0.3% | 6.8% | -3.2% | -0.4% | 24.2%
CC(Oc1ccc(Cl)cc1Cl)C(=O)NCCCN1CCOCC1 (stereo not given) | 10.4 | 9.5% | -0.5% | 9.9% | 3.2% | 0.5% | -6.8% | 5.7% | 7.7% | -0.2% | 1.7%
CC(=O)c1cccc(N=Nc2c(C)[nH]c3ccccc23)c1 | -2.0 | -26.8% | ? | 25.8% | 6.4% | 4.1% | 0.0% | 2.3% | -11.2% | 23.9µM* | ?
CC(CC(=O)O)CC(=O)Nc1cc(C(F)(F)F)cc(C(F)(F)F)c1 (stereo not given) | -0.1 | 7.8% | -0.8% | -4.0% | 0.5% | -2.7% | 8.3% | 9.6% | 0.2% | 1.1% | -1.1%
COc1ccc(Cl)cc1C(=O)Nc1ccccc1N1CCN(C)CC1 | 5.9 | -63.2% | -13.9% | -24.1% | -2.9% | -0.8% | -6.9% | -0.4% | -1.7% | 11.1% | -5.9%
COc1ccc2oc(C(=O)OC(C)C(=O)NCc3ccccc3)c(C)c2c1 (stereo not given) | -3.3 | -11.3% | . | ? | -7.3% | 7.1% | 0.0% | 8.5% | . | 0.7% | -5.6%
Cc1cccc(C(=O)OCC(=O)N(C)C(c2ccccc2)c2ccccc2)c1[N+](=O)[O-] | -6.4 | 16.1% | . | -28.1% | 0.8% | -4.8% | 20.3% | -3.4% | . | 1.1% | 4.4%
Additional records
SMILES | TRPV1 agonist | BRCA1 expr act | RORg inh | ELG1 DNA repair | ELG1 genotox | Rab9 promoter act | Tb PFK inh | NPC1 prom act | VP16 counter | FLuc counter | p53 reactivation
O=C(Nc1ccc(S(=O)(=O)Nc2ncccn2)cc1)C1=NN(c2ccccc2)C(=O)CC1 | 4.0 | -3.4% | -1.7% | -0.1% | -1.3% | -1.1% | -0.1% | 5.0% | 3.9% | -1.0% | -3.3%
O=C(N/N=C/c1ccoc1)c1cc(Br)ccc1O | -4.1 | 13.3% | 3.55µM* | 27.8% | 9.9% | 2.6% | -10.3% | -0.1% | 3.98µM* | 3.01µM* | 3.9%
Cc1cccc(NC(=O)c2cc(=O)[nH]c3ccccc23)c1 | 1.3 | -25.1% | -17.9% | 1.3% | 0.5% | -0.2% | -3.9% | -3.8% | -6.2% | 0.3% | -1.5%
CC(=O)C(/C=N/c1cc(-c2ccc(C)cc2)nn1-c1ccccc1)=C(\C)O | 3.7 | 3.98µM* | ? | ? | ? | 3.98µM* | 0.3% | 3.98µM* | 22.4µM* | ? | ?
COc1cc(OC)cc(C(=O)NNC(=S)Nc2ccc(S(N)(=O)=O)cc2)c1 | -5.1 | -17.0% | -41.6% | 0.0% | 0.8% | -9.8% | -27.4% | -0.1% | 0.5%[10 µM] | ? | 2.6%
CC(=O)Nc1sc(N/N=C/c2ccc(C)cc2)nc1-c1ccc(C)cc1 | 4.6 | 20.3% | ? | 0.0% | 9.9% | 3.7% | -9.5% | 7.3% | ? | 8.49µM* | 6.5%
CCCCCCCCOC1OC(CO)C(O)C(O)C1NC(C)=O (stereo not given) | -1.8 | 16.9% | -0.1% | -3.4% | -0.1% | 4.0% | 5.4% | -4.3% | 2.3% | 12.2% | ?
O=C(CCCc1nc(-c2ccccc2)no1)N1CCOCC1 | -3.7 | -2.7% | 2.8% | 0.0% | -3.9% | 9.6% | -0.5% | 13.7% | 0.5% | -8.9% | 7.4%

Shown as comma-separated lines: part of the list above
molecule,TRPV1 agonist,BRCA1 expr act,RORg inh,ELG1 DNA repair,ELG1 genotox,Rab9 promoter act,Tb PFK inh,NPC1 prom act,VP16 counter,FLuc counter,p53 reactivation
O=C(Nc1ccc(S(=O)(=O)Nc2ncccn2)cc1)C1=NN(c2ccccc2)C(=O)CC1,4.0,-3.4%,-1.7%,-0.1%,-1.3%,-1.1%,-0.1%,5.0%,3.9%,-1.0%,-3.3%
O=C(N/N=C/c1ccoc1)c1cc(Br)ccc1O,-4.1,13.3%,3.55µM*,27.8%,9.9%,2.6%,-10.3%,-0.1%,3.98µM*,3.01µM*,3.9%
Cc1cccc(NC(=O)c2cc(=O)[nH]c3ccccc23)c1,1.3,-25.1%,-17.9%,1.3%,0.5%,-0.2%,-3.9%,-3.8%,-6.2%,0.3%,-1.5%
